Assay outcomes from PubChem.
SENP1 inh – blocks the human SENP1 SUMO protease catalytic domain; Q9P0U3; recombinant SENP1 catalytic domain, CyPet-SUMO1-YPet FRET cleavage; inhibition, % at 10 µM; AID 624204; actives 0.21% (n = 360,000);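 active means inhibition at least 30% at 10 µM, raw YFP signal under a set limit, fluorescence ratio 0.5 to 1.5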;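 further: 0% = enzyme with DMSO and 100% = no enzyme wells; some results filed as inactive read as strong as hits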
Target sequence (Q9P0U3 419-644 limits assumed): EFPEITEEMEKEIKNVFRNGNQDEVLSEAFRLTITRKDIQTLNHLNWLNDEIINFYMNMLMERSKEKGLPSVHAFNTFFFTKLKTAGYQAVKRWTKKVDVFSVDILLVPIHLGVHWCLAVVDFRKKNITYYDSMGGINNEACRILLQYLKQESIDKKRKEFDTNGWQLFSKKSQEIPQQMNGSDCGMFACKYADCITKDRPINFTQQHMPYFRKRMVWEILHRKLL
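Test system: hSENP1 catalytic domain, recombinant; Amount: 20 pM final SENP1 enzyme; Medium: Tris pH 8 buffer plus EDTA, NaCl, BME, BSA, NP40, catalase; Schedule: 50 min enzyme reaction, room temperature, light-protected; Technique: FRET fluorescence in CFP and YFP emission channels; Controls: no-enzyme wells low, DMSO-plus-enzyme wells high control.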
SENP6 inh – blocks the human protease SENP6; Q9GZR1; Recombinant SENP6 catalytic domain, aminoluciferin luminescence; inhibition, % at 10 µM; actives 1.8% (n = 330,000); AID 2599;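 active means inhibition above about 50% at the single tested dose, limit read from the data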;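 further: plate controls were DMSO wells with enzyme for no effect and DMSO wells lacking enzyme for full effect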
Target sequence (Q9GZR1 628-1112 limits assumed): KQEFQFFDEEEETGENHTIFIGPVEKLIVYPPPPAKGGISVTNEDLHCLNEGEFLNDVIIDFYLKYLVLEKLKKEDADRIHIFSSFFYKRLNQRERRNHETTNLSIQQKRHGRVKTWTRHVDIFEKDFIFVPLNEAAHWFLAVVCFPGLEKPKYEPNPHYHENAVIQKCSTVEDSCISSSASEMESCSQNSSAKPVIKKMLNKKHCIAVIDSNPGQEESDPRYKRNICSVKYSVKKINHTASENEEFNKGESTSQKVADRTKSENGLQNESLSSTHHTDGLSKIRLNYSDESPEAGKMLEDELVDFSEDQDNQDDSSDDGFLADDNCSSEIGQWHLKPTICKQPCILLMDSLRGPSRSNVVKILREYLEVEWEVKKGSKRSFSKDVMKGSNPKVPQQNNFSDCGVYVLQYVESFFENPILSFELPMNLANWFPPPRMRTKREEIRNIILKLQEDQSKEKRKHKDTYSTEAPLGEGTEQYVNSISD
hIAP activ – increases human intestinal alkaline phosphatase activity | P09923 | purified human IAP, CDP-Star luminescence, 30 min; hits give high values; 1 = vehicle-only enzyme, 0 = enzyme-free background | activation factor at 10 µM | actives 0.16% (n = 330,000);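 active means activation factor of the enzyme at least 2-fold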; further: the source names both 10 and 20 µM as test concentration; values of inactives mirror those of a sister screen read the other way
MPTP inh – permeability transition pore inhibition | inhibition, % at 10 µM | AID 602449 | actives 1.4% (n = 360,000) | isolated mouse mitochondria, Ca2+ swelling absorbance, 30 min;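 active means inhibition of 50% or more, scaled per plate between neutral and stimulator controls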;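 further: 0% = DMSO wells given calcium and 100% = 1 mM EGTA wells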
SENP8 block – inhibitors of human SENP8 protease. Q96LD8. recombinant SENP8, Nedd8 substrate fluorescence. inhibition, % at 20 µM. actives 0.64% (n = 360,000). AID 602440; in the data active means inhibition mostly above about 40%, no sharp cut-off; inactive means mostly below about 27%
NR3A LBD binder – NR3A (human) ligand-binding domain modulation; NR3A LBD differential scanning fluorimetry, Tm shift; 0% = protein alone, 100% = glycine-bound protein; Tm shift relative to glycine control, % at 25 µM; AID 1259313; actives 2.5% (n = 340,000);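 active means melting temperature shift of at least 10% of the positive control shift, at one fixed dose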
PfG6PD inh – PfG6PD (Plasmodium falciparum) enzyme inhibition | PfGluPho enzyme, NADPH resazurin-diaphorase fluorescence | inhibition, % at 20 µM | actives 0.78% (n = 350,000) | AID 504690;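 active means inhibition reaching at least a set limit at 20 µM in the primary screen, cut at about 59% in these data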;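 further: 0% = DMSO wells with substrate and 100% = DMSO wells lacking glucose-6-phosphate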
ATG4B inh – inhibitors of human ATG4B cysteine protease. actives 0.51% (n = 340,000). AID 504462. Q9Y4P1. inhibition, % at 8.33 µM. ATG4B cleavage of LC3-PLA2, NBD-HPC fluorescence, 1 h; in the data active means inhibition above about 40%
Target sequence (Q9Y4P1 whole entry, looked up): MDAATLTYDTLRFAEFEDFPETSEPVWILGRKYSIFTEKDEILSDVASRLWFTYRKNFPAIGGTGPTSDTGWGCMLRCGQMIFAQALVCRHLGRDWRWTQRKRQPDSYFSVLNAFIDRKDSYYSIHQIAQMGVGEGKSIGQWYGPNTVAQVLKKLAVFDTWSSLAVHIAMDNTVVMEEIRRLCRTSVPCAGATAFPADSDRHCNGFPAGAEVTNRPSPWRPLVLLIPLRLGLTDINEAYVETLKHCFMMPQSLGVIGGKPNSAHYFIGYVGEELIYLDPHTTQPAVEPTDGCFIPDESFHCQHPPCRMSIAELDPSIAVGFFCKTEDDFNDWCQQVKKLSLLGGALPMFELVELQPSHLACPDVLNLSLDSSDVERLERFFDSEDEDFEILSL
* = called active by the depositor; i = inactive; . = not tested or not shown.

SMILES | SENP1 inh | SENP6 inh | hIAP activ | MPTP inh | SENP8 block | NR3A LBD binder | PfG6PD inh | ATG4B inh
Cc1ccccc1C(=O)OCCN(C)Cc1ccccc1 | -2 | -13 | 0.96 | 0.3 | 12 | -2 | 15 | 0
Cc1c(NC(=O)CSc2nccn2C)c(=O)n(-c2ccccc2)n1C | 2 | -21 | 0.93 | -2.3 | 24 | -1 | 3 | 3
O=C(Nc1cccc(OCC(=O)N2CCOCC2)c1)C1CCCCC1 | -1 | -4 | 1 | 1.2 | 12 | 1 | -14 | 11
CC(C)(C)OC(=O)NCCc1nnc(S(=O)(=O)Cc2ccc(Cl)cc2Cl)o1 | 0 | 4 | 0.95 | -0.7 | 28 | 0 | -3 | -11
Cc1cc2nc3n(c2cc1C)CC1CC(C(=O)NCC2CC2)N(C)C31 (stereo not given) | -4 | 1 | 0.89 | -2.3 | 2 | -5 | -6 | -7
COc1cc(/C=C/C(=O)Nc2cc(C(F)(F)F)ccc2Cl)cc(OC)c1OC | 0 | -6 | 0.91 | 1.2 | i | 4 | 32 | -5
N#CC1CCN(c2ncccc2[N+](=O)[O-])CC1 | 0 | 1 | 1.1 | 1.9 | 29 | 1 | 6 | 2
COc1ccc(/C=C/C(=O)Oc2ccc(/C=N\NC(=O)c3ccc(F)cc3)cc2)cc1 | 3 | -14 | 0.97 | -0.1 | 0 | 15* | -17 | -3
O=Cc1c[nH]c2ccc(S(=O)(=O)N3CCCCC3)cc12 | -1 | . | . | -0.7 | 12 | . | -11 | .
Cc1cccc(NC(=O)C2CCCN(C(=O)Nc3ccc(F)cc3)C2)c1C (stereo not given) | 0 | 2 | 1.2 | -0.3 | 3 | 1 | -8 | 2
CC(C)CC(C(=O)NC1CCCCC1)N(Cc1ccccc1)C(=O)c1snc(C(N)=O)c1N (stereo not given) | -13 | 17 | 0.85 | 1.0 | -310 | 6 | 4 | -4
Cc1cc(C)c2nc(NCc3ccccc3O)sc2c1 | 2 | -27 | 1 | 3.7 | 9 | 27* | 23 | 3
O=C(NC(Cc1ccccc1)C(=O)N1CCN(S(=O)(=O)c2ccccc2)CC1)c1ccccc1 (stereo not given) | -1 | -9 | 1.1 | 0.3 | 10 | 4 | 0 | -2
COc1ccc(NC(=O)COC(=O)C2CCC2)cc1Cl | 1 | -5 | 1.1 | -0.7 | 0 | 18* | 4 | -3
O=C(NN=C1CCCC1)c1ccccc1OCc1ccc(Cl)cc1 | 1 | -9 | 1.1 | -1.3 | 4 | 0 | -15 | 18
Cn1c(=O)c(=O)n(C)c2cc(S(=O)(=O)CCC(=O)Nc3c(F)c(F)c(F)c(F)c3F)ccc21 | 1 | 0 | 1.1 | -0.8 | -34 | -4 | 6 | -1
O=C(CCCN=C1NS(=O)(=O)c2ccccc21)OCC(=O)c1ccc(Br)cc1 | 0 | -11 | 0.95 | 0.7 | 13 | -5 | -5 | 11
CCc1ccccc1OCCCCN1CCCC1 | 1 | -9 | 0.95 | 44 | 16 | -1 | -3 | -7
Cc1ccc(-c2cc(C(=O)N3CCN(c4ncccn4)CC3)c3ccccc3n2)cc1 | -2 | -21 | 0.91 | -1.4 | -70 | 0 | 18 | -12
CCN(CC)S(=O)(=O)c1ccc(Cl)c(NC(=O)COC(=O)c2cc(-c3ccccc3Cl)nc3ccccc23)c1 | 2 | -8 | 0.95 | 0.3 | 5 | -1 | -6 | -7
Cc1ccccc1OCC(=O)OCC(=O)Nc1ccc2c(c1)OCO2 | 5 | 5 | 0.95 | -2.2 | 6 | 2 | 7 | -13
COc1cc(C(=O)Nc2ccc(NC(=O)c3ccccc3Cl)nc2)cc(OC)c1OC | -2 | 16 | 0.97 | -0.3 | 14 | 5 | -11 | 7
Cc1onc(-c2ccccc2Cl)c1C(=O)N[C@@H](C)c1ccccc1 | 1 | -17 | 1.1 | 1.7 | 12 | 0 | -3 | -10
O=C(CCCc1c[nH]c2ccccc12)Nc1ccc2ccccc2c1 | -17 | 8 | 1 | 3.3 | 11 | 24* | 10 | -8
O=S(=O)(N/N=C1\CCCc2ccccc21)c1ccccc1 | 1 | -13 | 1 | -1.2 | 10 | 2 | -17 | 5
COc1ccc(N(CCCN2C(=O)c3cccc4cccc(c34)C2=O)C(=O)c2cccs2)cc1 | 1 | -1 | 0.92 | 1.7 | -53 | 1 | 14 | 8
O=C1/C(=C/c2ccncc2)SC(=S)N1C1CCCCC1 | 2 | 0 | 0.95 | 0.5 | 26 | -5 | 4 | -1
CC(=O)c1cccc(NC(=O)CC2CCCC2)c1 | 0 | 3 | 1 | -1.6 | 9 | 0 | 0 | -2
COc1ccccc1N1CCN(C(=O)Nc2ccc(F)c(Cl)c2)CC1 | 0 | -2 | 0.96 | 3.9 | 0 | -3 | -7 | -10
O=[N+]([O-])c1ccc(N2CCCCCC2)c([N+](=O)[O-])c1 | 3 | 7 | 1.1 | 1.2 | 12 | 4 | 2 | -1
Nc1nc(SCC(=O)Nc2ncc(Cl)cc2Cl)n[nH]1 | 0 | -21 | 1.2 | -0.3 | 0 | 2 | 0 | -2
Cc1cc(C)n(-c2ccc(C(=O)NC3=NCCS3)cc2)n1 | 2 | 6 | 1 | -1.1 | 40 | -2 | -16 | -1
Cc1nc2ccccc2c(=O)n1/N=C/c1ccccc1Cl | 2 | -14 | 1 | 0.1 | 23 | -1 | 5 | 10
O=C(O)c1ccc(CNC(=O)C2CCN(S(=O)(=O)c3ccc4c(c3)OCCO4)CC2)cc1 | 1 | . | . | -0.3 | 11 | . | -12 | .
N#Cc1ccc(NC(=O)CSc2nc3[nH]c(=O)cc(O)c3s2)cc1 | -8 | -1 | 1.1 | 0.0 | -1 | -2 | -15 | 4
Cc1ccc(C(=O)NNC(=O)c2cccc(S(=O)(=O)N3CCOCC3)c2)cc1 | 0 | -22 | 1.2 | -0.4 | 8 | 1 | -12 | -7
CCNc1oc(COc2ccccc2F)nc1C#N | -120 | -6 | 1.4 | 2.0 | 0 | 0 | 37 | 3
COC(=O)COc1cccc(NC(=O)c2ccc(Cl)cc2)c1 | 0 | -5 | 0.98 | -0.8 | 8 | -1 | -4 | 1
CCc1oc2ccccc2c1C(=O)CCN1CCCCC1 | 1 | -8 | 1.1 | -1.9 | -3 | 0 | 11 | 3
CCOc1ccc(CCNC(=O)CCN2C(=O)COc3ccccc32)cc1OCC | 1 | -14 | 1.2 | -2.0 | 20 | 0 | -6 | -24
O=C(Cn1cccc1C(=O)c1ccccc1)NCc1ccc(Cl)cc1 | 1 | -17 | 0.86 | 1.0 | 9 | -1 | 15 | -2
CCc1ccc(CN2CCCC(CNS(=O)(=O)c3ccc(OC)cc3)C2)cc1 (stereo not given) | 1 | 1 | 1.1 | -0.4 | 11 | 3 | -9 | -11
O=C(c1cc2cc(F)ccc2[nH]1)N1CCN(C(=O)c2ccco2)CC1 | -5 | -17 | 1.1 | -1.3 | -124 | -2 | 8 | 3
CCOC(=O)c1ccc(S(=O)(=O)NC2CCCCCCC2)n1C | 3 | -14 | 0.99 | -3.1 | 15 | -7 | -6 | 2
C[C@H](CO)N1C[C@H](C)[C@@H](CN(C)Cc2ccc3c(c2)OCO3)Oc2ccc(NC(=O)Cn3cnnn3)cc2C1=O | 0 | -5 | 0.87 | -0.3 | -22 | 0 | 12 | -8
CCCCN(CCCC)CC(O)COc1ccccc1C(=O)Nc1ccccc1 (stereo not given) | 2 | -2 | 0.96 | 15 | 8 | 1 | -9 | 5
Cc1ccc(S(=O)(=O)NCC(=O)N(CC(=O)NC(C)(C)C)Cc2ccc3c(c2)OCO3)cc1 | 3 | -7 | 0.97 | -0.9 | 3 | -1 | 9 | -5
CC(=O)N=c1c(C#N)cc2c(=O)n3ccccc3nc2n1Cc1ccccc1 | -24 | -24 | 0.85 | 0.2 | -327 | -8 | 0 | -1
CCSc1nnc(NC(=O)COc2ccc3ccccc3c2)s1 | 4 | -10 | 1 | 1.3 | 29 | -2 | -10 | -4
N=c1n(CCN2CCOCC2)c2ccccc2n1CC(O)COc1ccccc1 (stereo not given) | -1 | -10 | 0.97 | -0.7 | 23 | 0 | 9 | -3
Further results follow:
SMILES | SENP1 inh | SENP6 inh | hIAP activ | MPTP inh | SENP8 block | NR3A LBD binder | PfG6PD inh | ATG4B inh
CCOc1ccc(/C(O)=C2\C(=O)C(=O)N(c3ccc(OC)cc3)C2c2ccccc2[N+](=O)[O-])cc1 (stereo not given) | 1 | 42 | 0.96 | 1.3 | 3 | 0 | -3 | 12
O=C(/C=C/c1ccco1)NC(=S)Nc1nc(-c2ccc3ccccc3c2)cs1 | 2 | -7 | 0.87 | 3.6 | 21 | 33* | 7 | 0
N#Cc1c(NCCO)nc(NCc2ccccc2)c2c1CCN(Cc1ccccc1)C2 | . | 32 | 1 | . | . | -4 | 30 | 13
CCCN(C(=O)COC(=O)CC1CCCCC1)c1c(N)n(Cc2ccccc2)c(=O)[nH]c1=O | -7 | -5 | 1 | 1.5 | -3 | -3 | -13 | 10
Cc1ccc(-n2c(SCC(=O)Nc3cccc(S(N)(=O)=O)c3)nc3ccccc32)cc1 | -1 | 6 | 0.95 | 3.9 | 16 | -3 | -4 | -13
C=CCn1c(NCc2ccc3c(c2)OCO3)nc2ccccc21 | -8 | -17 | 0.89 | -0.6 | 7 | 1 | -7 | -3
CC(=O)Nc1ccc(NC(=O)CSc2ccc(-c3sc(C)nc3C)nn2)cc1 | 1 | 2 | 1.2 | -2.8 | 6 | 3 | 10 | 1
Cc1cccc(NC(=O)Nc2ccccc2[N+](=O)[O-])n1 | 1 | 6 | 1 | 0.7 | 21 | 3 | -8 | -4
CC1=C(C#N)C(/C=N/OCc2ccc(Cl)cc2)CC(=O)N1 (stereo not given) | -22 | 26 | 0.97 | -1.6 | -366 | -1 | -12 | -7
CC1(C)Cc2c(cnn2-c2ccccc2)C(=O)/C1=N\NC(=O)c1ccncc1 | 7 | 8 | 1.2 | 0.1 | 35 | 0 | -9 | 0
COc1cc(C)nc(NS(=O)(=O)c2ccc(C)cc2)n1 | -1 | 4 | 0.91 | 2.9 | 28 | 2 | -1 | -5
COCC(C)n1c(SCC(=O)NNC(=O)c2ccc(F)cc2)nc2ccccc2c1=O (stereo not given) | 4 | 0 | 1.5 | -1.0 | 12 | -10 | -12 | -7
O=C(COC(=O)CNC(=O)c1ccccc1Cl)NC1CCCC1 | 2 | 4 | 1.1 | -1.0 | 16 | 1 | -5 | -1
CCOc1ccc(NC(=O)[C@H](C)NC(=O)C2CC(=O)N(c3ccc(OC)cc3)C2)cc1 (stereo not given in full) | 2 | -13 | 1.3 | 0.4 | 17 | -2 | -13 | -3
CCCCNC(=O)CCn1nc(-c2ccc(Cl)cc2)ccc1=O | 2 | 6 | 0.96 | 0.3 | -6 | 1 | -11 | 0
Cc1cccc(N2CCN(C(=O)c3cc4ccccc4oc3=O)CC2)c1C | -26 | -13 | 1.1 | 0.0 | 12 | -1 | 3 | 0
O=C(NNC(=S)NC1CCCCC1)c1cccc(S(=O)(=O)Nc2ccccc2Cl)c1 | 3 | -1 | 1.4 | 25 | 16 | -3 | -47 | 7
COC(=O)c1nnn(-c2cc(Cl)cc(Cl)c2)c1C(=O)OC | 2 | -2 | 1.1 | 0.3 | 9 | -1 | 8 | -2

Filtered by structure, those above containing a nitro group on carbon (four)
SMILES | SENP1 inh | SENP6 inh | hIAP activ | MPTP inh | SENP8 block | NR3A LBD binder | PfG6PD inh | ATG4B inh
N#CC1CCN(c2ncccc2[N+](=O)[O-])CC1 | 0 | 1 | 1.1 | 1.9 | 29 | 1 | 6 | 2
O=[N+]([O-])c1ccc(N2CCCCCC2)c([N+](=O)[O-])c1 | 3 | 7 | 1.1 | 1.2 | 12 | 4 | 2 | -1
CCOc1ccc(/C(O)=C2\C(=O)C(=O)N(c3ccc(OC)cc3)C2c2ccccc2[N+](=O)[O-])cc1 (stereo not given) | 1 | 42 | 0.96 | 1.3 | 3 | 0 | -3 | 12
Cc1cccc(NC(=O)Nc2ccccc2[N+](=O)[O-])n1 | 1 | 6 | 1 | 0.7 | 21 | 3 | -8 | -4
